MITF primary: blocks human microphthalmia-associated transcription factor | O75030 | AlphaScreen MITF homodimerization, bead proximity signal | inhibition, % at 2.6 µM | 0.91% of 650,000 active | AID 1259374; in the data active = inhibition above about 50%;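 also: 0% = vehicle wells with protein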
GPR151 activ: human GPR151 activation; Q8TDV0; activation, % at 11.2 µM; PathHunter beta-arrestin GPR151 cells, luminescence; 1% of 650,000 active; in the data active = activation above about 4.9%;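 also: 0% = median of compound wells and 100% = cells with positive control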
Target sequence (Q8TDV0 whole entry, looked up): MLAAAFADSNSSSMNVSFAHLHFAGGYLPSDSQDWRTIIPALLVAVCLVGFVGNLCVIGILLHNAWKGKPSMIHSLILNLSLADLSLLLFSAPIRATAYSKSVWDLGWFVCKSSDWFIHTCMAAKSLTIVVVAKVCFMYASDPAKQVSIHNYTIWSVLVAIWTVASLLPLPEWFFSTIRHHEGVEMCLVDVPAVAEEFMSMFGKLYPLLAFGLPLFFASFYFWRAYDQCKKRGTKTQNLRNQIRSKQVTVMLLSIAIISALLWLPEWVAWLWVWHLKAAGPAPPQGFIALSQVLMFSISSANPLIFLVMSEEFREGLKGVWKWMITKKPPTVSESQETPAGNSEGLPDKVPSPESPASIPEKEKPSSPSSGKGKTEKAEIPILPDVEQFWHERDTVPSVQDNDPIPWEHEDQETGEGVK
FBW7 activator: activators of human E3 ligase FBW7. AlphaScreen FBW7–phospho-cyclin E peptide binding, activator screen. 0.13% of 650,000 active. Q969H0. normalized activity (activation), % at 26.1 µM; in the data active = normalized activity above about 1.9%;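 also: purified mutant Fbw7 with reduced substrate affinity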
Target sequence (Q969H0 whole entry, looked up): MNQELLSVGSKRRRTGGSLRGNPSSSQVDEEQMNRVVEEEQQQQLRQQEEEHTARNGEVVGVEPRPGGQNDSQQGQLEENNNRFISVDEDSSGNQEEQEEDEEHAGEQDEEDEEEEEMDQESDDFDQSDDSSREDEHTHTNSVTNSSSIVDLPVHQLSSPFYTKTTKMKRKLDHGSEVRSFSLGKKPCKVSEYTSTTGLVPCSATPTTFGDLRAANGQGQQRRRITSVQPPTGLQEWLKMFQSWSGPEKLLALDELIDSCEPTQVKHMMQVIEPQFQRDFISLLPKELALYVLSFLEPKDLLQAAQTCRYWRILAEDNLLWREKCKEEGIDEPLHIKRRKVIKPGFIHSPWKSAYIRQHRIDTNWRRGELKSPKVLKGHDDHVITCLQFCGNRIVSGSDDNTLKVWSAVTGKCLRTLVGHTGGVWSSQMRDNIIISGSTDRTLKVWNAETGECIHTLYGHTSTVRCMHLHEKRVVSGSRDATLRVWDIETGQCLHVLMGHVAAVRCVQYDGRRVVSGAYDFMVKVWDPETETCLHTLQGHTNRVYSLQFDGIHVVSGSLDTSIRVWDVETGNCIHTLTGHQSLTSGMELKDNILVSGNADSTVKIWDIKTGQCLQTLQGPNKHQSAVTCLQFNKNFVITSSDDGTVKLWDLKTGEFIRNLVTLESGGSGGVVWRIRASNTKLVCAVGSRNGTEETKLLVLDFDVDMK
TEAD-YAP inh: TEAD-YAP interaction inhibition; HEK-TIYL cells, TEAD-Gal4/YAP UAS-luciferase luminescence; inhibition, % at 9.12 µM; 1.4% of 640,000 active; AID 1259422; in the data active = inhibition above about 32%;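 also: 0% = median of test compound wells and 100% = reference inhibitor wells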
Active calls of the source: *; / = not tested or not shown; & = joins results of further samples. Hits appear at their usual frequency (roughly 3.4% active in at least one column).

SMILES | MITF primary | GPR151 activ | FBW7 activator | TEAD-YAP inh
CC(C)N(CCNc1ncnc2nc(Nc3ccc4ncccc4c3)[nH]c12)C(C)C | -5 | 1.2 | -0.3 | 14
Cc1cc(C)nc(SCc2cc(=O)c(OC(=O)c3ccccc3)co2)n1 | 16 | -0.1 | 0.4 | 0
O=c1cc(NCc2ccc3c(c2)OCO3)[nH]c(=O)n1Cc1ccc(F)cc1 | 4 | 0.9 | 0.2 | -4
Cc1ccc(S(=O)(=O)n2nnc3cc(Cl)ccc32)cc1C | 10 | -0.2 | 0.0 | 10
CC1(C)Cc2ccccc2-c2nc(-c3ccccc3)oc(=O)c21 | 7 | 1.6 | -0.1 | 1
CCN1CCN(Cc2c(O)ccc3c(=O)c(Oc4cccc(C)c4)c(C(F)(F)F)oc23)CC1 | 12 | -1.6 | 0.5 | -13
CCOC(=O)C1CCN(Cc2cccc(O)c2)CC1 | 15 | 0.5 | -0.2 | -1
COc1ccc(CCNC(=O)CSc2nc3n[nH]c(C)c3c(=N)n2-c2cccc(Cl)c2)cc1OC | 4 | -1.4 | 0.0 | 0
Cc1cc(C)c(C(=O)N2CCC3(CC2)CC3C(=O)NCCc2nc3ccccc3n2C)[nH]1 (stereo not given) | 8 | -2.0 | 0.9 | 9
Cc1ccc(N2C(=O)c3ccccc3NC23C(=O)N(Cc2ccccc2F)c2ccccc23)cc1 (stereo not given) | 3 | -0.3 | -0.2 | -51
O=C(NCCc1c[nH]c2ccccc12)c1ccc(S(=O)(=O)N2CCOCC2)cc1 | 8 | -0.3 | -0.1 | 0
CCOc1ccc(NC(=O)c2ccc(F)c(S(=O)(=O)N(CCc3ccccc3)Cc3ccccc3)c2)cc1 | 23 | 0.0 | 0.2 | -6
N#Cc1c(C(F)(F)F)cc(C(F)(F)F)nc1SCC(N)=O | 7 | 0.4 | 0.0 | 15
CCCOC(=O)C1=C(C)NC2=C(C(=O)CC(C)(C)C2)C1c1ccccc1OCCC (stereo not given) | 3 | -0.8 | -0.1 | 4
CC(C)(C)OC(=O)NC1CCN(c2ccnc(Nc3ccc(S(N)(=O)=O)cc3)n2)CC1 | 3 | 1.6 | 0.0 | 5
COCC1CCCCN1C(=O)CC1(c2ccc(OC)cc2)CC(=O)N(C2CC2)C1=O (stereo not given) | 0 | 0.0 | -0.1 | -3
Fc1ccc(Nc2nc(SCc3cccc(Cl)c3)nc3ccccc23)cc1 | 3 | -1.2 | -0.1 | 1
CSCCOC(=O)C1=C(C)NC(=O)NC1c1ccc(OCc2ccccc2)cc1 (stereo not given) | 4 | -0.7 | -0.1 | 4
CCN(c1ccccc1)S(=O)(=O)c1ccc(OCC(F)(F)F)c(N)c1 | -2 | 0.7 | 0.1 | 10
COc1ccccc1CNS(=O)(=O)c1ccc(SC)cc1 | 2 | 0.2 | 0.0 | 5
Cc1ccc(C)c(C(=O)NCC(C)(C)N2CCOCC2)c1 | 3 | 0.4 | 0.1 | -10
CCC(C(=O)NCCCN1CCCC1=O)n1nc(C)c2sc3ccccc3c2c1=O (stereo not given) | 11 | 2.5 | -0.1 | -3
CC1=C(C(=O)OCC(F)(F)C(F)(F)F)C(c2ccccc2)NC(=O)N1 (stereo not given) | -6 | 0.1 | -0.1 | 10
CCOc1ccc(-n2c(=S)sc3c2nc(SCC(=O)N2CCCC2)n2c4ccccc4nc32)cc1 | 16 | 0.1 | 0.0 | -3

11 compounds already listed, sorted by formula weight, ascending.
SMILES | MITF primary | GPR151 activ | FBW7 activator | TEAD-YAP inh
CC1(C)Cc2ccccc2-c2nc(-c3ccccc3)oc(=O)c21 | 7 | 1.6 | -0.1 | 1
N#Cc1c(C(F)(F)F)cc(C(F)(F)F)nc1SCC(N)=O | 7 | 0.4 | 0.0 | 15
CC1=C(C(=O)OCC(F)(F)C(F)(F)F)C(c2ccccc2)NC(=O)N1 (stereo not given) | -6 | 0.1 | -0.1 | 10
O=c1cc(NCc2ccc3c(c2)OCO3)[nH]c(=O)n1Cc1ccc(F)cc1 | 4 | 0.9 | 0.2 | -4
Fc1ccc(Nc2nc(SCc3cccc(Cl)c3)nc3ccccc23)cc1 | 3 | -1.2 | -0.1 | 1
O=C(NCCc1c[nH]c2ccccc12)c1ccc(S(=O)(=O)N2CCOCC2)cc1 | 8 | -0.3 | -0.1 | 0
COCC1CCCCN1C(=O)CC1(c2ccc(OC)cc2)CC(=O)N(C2CC2)C1=O (stereo not given) | 0 | 0.0 | -0.1 | -3
Cc1ccc(N2C(=O)c3ccccc3NC23C(=O)N(Cc2ccccc2F)c2ccccc23)cc1 (stereo not given) | 3 | -0.3 | -0.2 | -51
COc1ccc(CCNC(=O)CSc2nc3n[nH]c(C)c3c(=N)n2-c2cccc(Cl)c2)cc1OC | 4 | -1.4 | 0.0 | 0
CCOc1ccc(-n2c(=S)sc3c2nc(SCC(=O)N2CCCC2)n2c4ccccc4nc32)cc1 | 16 | 0.1 | 0.0 | -3
CCOc1ccc(NC(=O)c2ccc(F)c(S(=O)(=O)N(CCc3ccccc3)Cc3ccccc3)c2)cc1 | 23 | 0.0 | 0.2 | -6

(next part)
SMILES | MITF primary | GPR151 activ | FBW7 activator | TEAD-YAP inh
CCCNC(C)(C)COC(=O)c1ccccc1 | 11 | 0.3 | -0.1 | /
Cc1csc2nc(-c3ccc(NC(=O)c4ccco4)cc3)cn12 | -13 | -4.0 | 0.2 | -50
Cc1nc2cc(-c3cccc(F)c3)nn2c(C)c1CCC(=O)Nc1ccccc1C#N | -6 | 0.8 | -0.2 | 8
CC(=O)N1CCC(N(CCCOC(C)C)C(=S)Nc2ccc(C)c(Cl)c2)CC1 | 14 | -0.9 | 0.0 | 6
O=C(Oc1ccccc1N(C(=O)c1ccccc1)S(=O)(=O)c1ccc2ccccc2c1)c1ccccc1 | 4 | 0.9 | 0.1 | -5
CCN(C(=O)c1coc(=O)c2ccccc12)c1ccccc1F | 11 | 2.0 | -0.1 | 35*
COc1ccc(C(=O)Oc2ccc(C=O)cc2[N+](=O)[O-])cc1 | -6 | 0.8 | -0.1 | 5
CCOc1ccc(OCC)c(NC(=O)CN2CCN(CC(=O)NC(C)C)CC2)c1 | 32 | 0.1 | 0.6 | 20
CCCc1ccc(C(=O)Nc2nnc(SCC)s2)cc1 | 14 | -1.5 | 0.2 | -33
CCOC(=O)c1c(NC(=O)C2CC2)sc(C(=O)Nc2cc(C)ccc2C)c1C | -5 | -1.0 | 0.2 | -9
CCOC(=O)CCCNCc1ccccc1Cl | 7 | 1.3 | -0.1 | 7
COc1ccc(-c2nc3ccccc3c(C(=O)Nc3ccc(Br)cc3)c2C)cc1 | 3 | -0.3 | 0.1 | 3
O=c1oc2cc(O)ccc2cc1-c1csc(-c2ccc(Cl)cc2)n1 | -7 | -0.8 | 0.0 | -6
COC(=O)c1sc(NC(=O)COc2cccc(C)c2)nc1C | 21 | -1.6 | 0.3 | -10
Nc1cc(Oc2ccc3c(c2)CCC3)cc([N+](=O)[O-])c1 | 20 | -0.7 | 0.2 | 0
Cc1ccc(-c2nc(SC(C)C(=O)O)c3c(=O)n(C)c(=O)n(C)c3n2)cc1 (stereo not given) | -19 | -1.7 | 0.0 | -10
COC(=O)C1=C(C)OC(N)=C(C#N)C1c1ccc(OCc2ccc(C)cc2)c(OC)c1 (stereo not given) | 0 | -0.5 | -0.2 | -45
CN(CCc1ccccn1)Cc1cccc(Cl)c1 | 51* | -1.1 | -0.1 | -9
CCN(CCCNC(=O)CN1C(=O)CCc2ccccc21)c1cccc(C)c1 | -8 | -0.8 | -0.1 | 7
CCN(CC)CCNC(=O)c1ccc(NC(C)=O)cc1 | -9&-4 | -1.9&-0.9 | 0.2&0.2 | 2&-1
COc1cccc(NC(=O)c2oc3ccc(S(=O)(=O)N4CCCCC4)cc3c2C)c1 | -2 | 1.2 | -0.1 | 2
O=C(O)c1cc(S(=O)(=O)NC23CC4CC(CC(C4)C2)C3)ccc1Cl | 1 | 0.7 | 0.1 | 13
O=C(CCN=C1NS(=O)(=O)c2ccccc21)OCC(=O)c1ccc[nH]1 | 18 | -1.0 | 0.1 | -2
COc1ccccc1N1CCN(C(=O)CC(C)(C)C)CC1 | 16 | 0.1 | 0.8 | 3
c1ccc2c(c1)CC(c1nc3ccc(-c4cn[nH]c4)cc3s1)CO2 (stereo not given) | 11 | -1.1 | -0.2 | -74
COc1cc(C2C(C#N)=C(N)Oc3c2c(C)nn3-c2cccc(Cl)c2)ccc1O (stereo not given) | 19 | -1.8 | 0.0 | 14
C=CCN1C(=O)CC(C(=O)OC)=C1C | 1 | 0.5 | 0.1 | 11
CS(=O)(=O)c1sc(C(=O)O)c2c1C=CCC2 | 8 | -1.0 | -0.3 | -4
O=C1NC2(CCCC2)C(=O)N1Cn1nnc2ccccc2c1=O | -4 | -0.3 | 0.0 | 2
Cc1c(Cl)cccc1NC(=O)C(=O)NNC(=O)/C=C/c1ccccc1 | 9 | 2.8 | 0.1 | -10
CS(=O)(=O)N(CC(=O)Nc1ccccc1C(N)=O)c1cccc(C(F)(F)F)c1 | 9 | -0.2 | 0.1 | 3
Cc1ccc(-n2cnc3cc(Nc4nnc(-c5ccc(Cl)cc5)c5ccccc45)ccc32)cc1 | -3 | 1.3 | -0.2 | 2
CC(C)NS(=O)(=O)c1ccc(CCC(=O)Nc2ccc(C(N)=O)cc2)cc1 | 6 | 1.3 | 0.0 | -12
COc1cccc(C(=O)N2c3ccc(C)cc3C(C)(c3ccccc3)CC2(C)C)c1 (stereo not given) | 7 | -1.6 | -0.1 | -1
OC(CNCc1ccccc1)Cn1nnnc1-c1ccccc1 (stereo not given) | 10 | -1.5 | 0.7 | -7
Cc1cccc(C(=O)Nc2ccc(Br)cc2F)c1[N+](=O)[O-] | 1 | 1.4 | -0.1 | -65
COCCn1c(SCC(=O)NC2CCCCC2)nc2c(c1=O)SCC2 | 10 | -1.5 | 0.5 | 0
CC(=O)CCN1C(=O)c2ccccc2C1=O | 8 | 1.8 | 0.0 | -7
CC(=O)N1CC(C)Oc2cc(S(=O)(=O)Nc3ccccc3Br)ccc21 (stereo not given) | -3 | 4.3 | -0.1 | -7
CCCN(CCC)C(=O)C1=C(C)C(=O)OC12CCCCC2 | 10 | -0.5 | 0.1 | 11
O=C(Nc1ccc(S(=O)(=O)Nc2nccs2)cc1)c1c(F)cccc1F | 19 | -0.3 | 0.6 | 8
CCOC(=O)Nc1ccc(Br)cn1 | -6 | -1.5 | 0.0 | -9
Ic1ccc(Nc2ncnc3[nH]ncc23)cc1 | 0 | -1.0 | 0.1 | -12
Cc1c(C(=O)Nc2ccc(F)cc2F)sc2ncn(CC(=O)N3CCOCC3)c(=O)c12 | 4 | 0.0 | -0.1 | 8
CC(NC1CCN(c2ccc(CC(=O)N3CCCC3)cc2)CC1)c1cccs1 (stereo not given) | 4 | -0.5 | 0.1 | 3
CC1CCCC(NCc2c(C(=O)O)n(Cc3ccc(Cl)cc3)c3ccccc23)C1C (stereo not given) | 2 | 7.5* | 0.0 | -14
Cn1nc(N)c2cc(S(C)(=O)=O)c(-c3ccccc3C(F)(F)F)nc21 | 0 | 4.0 | 0.2 | -10
CCOC(=O)c1ccc(CN(Cc2ccc(Br)cc2)S(=O)(=O)c2ccc(F)c(C(=O)Nc3ccc(C)c(F)c3)c2)cc1 | 5 | 2.2 | -0.3 | -5
COC(=O)c1ccc(NC(=O)c2cccc(C)c2[N+](=O)[O-])cc1 | 3 | 1.6 | 0.1 | -12
Cc1ccc(-n2nnnc2SCC(=O)Nc2nccs2)cc1Cl | 10 | 2.0 | -0.1 | 4
O=C(CCC1(Cc2ccccc2)CCC(=O)N1)N[C@H]1CCCCNC1=O (stereo not given in full) | 11 | -1.3 | 0.3 | -2
CCNC(=O)COc1ccc(S(=O)(=O)NC(C)C)cc1 | -7 | 4.0 | 0.1 | 5
COc1ccc(F)c(CNc2nc(C)c(-c3ccn(C)n3)s2)c1 | -17 | -1.0 | 0.2 | -6
COc1ccc(C2=NN(C(=O)CCN3CCCCC3)C(c3nc4ccccc4[nH]3)C2)cc1 (stereo not given) | 5 | -1.6 | -0.1 | -49
Cc1nc(Cl)c(C(=O)NC(=O)Nc2ccc(Cl)cc2)c(C)c1Cl | -2 | 0.6 | -0.1 | 0
CC1(c2ccc(Cl)cc2)NC(=O)N(CC(=O)Nc2ccc(F)c(F)c2F)C1=O (stereo not given) | -6 | -2.1 | -0.1 | 2
Cc1cccc(-c2cnc(C)nc2C2CCCN(C(=O)CC(C)(C)C)C2)c1 (stereo not given) | 5 | 0.2 | -0.2 | -1
COc1ccc(CNC(=O)CCCCn2c(=O)[nH]c3ccsc3c2=O)cc1 | -6 | -0.9 | 0.0 | -2
Cc1ccc(Cl)cc1N1C(=O)C2C3c4ccccc4C(C)(c4ccccc43)C2C1=O (stereo not given) | 4 | -0.3 | 0.1 | -12
COc1cccc(NC(=O)Cn2c(C)cc3ccccc3c2=O)c1 | 7 | 1.6 | 0.0 | 11

Remaining list, next part.
SMILES | MITF primary | GPR151 activ | FBW7 activator | TEAD-YAP inh
COC(=O)c1c(NC(=O)c2cc(Cl)ccc2Cl)sc2c1CC(C)(C)NC2(C)C | 7 | 0.9 | 0.1 | 4
Cc1ccc2c(c1)NC(=O)C(CC(=O)NCCCN1CCCCC1C)O2 (stereo not given) | 5 | -0.6 | -0.1 | -3
Cc1ccc(N2C(=O)NC(=O)/C(=C/c3cc4c(cc3[N+](=O)[O-])OCO4)C2=O)cc1 | 0 | 0.0 | -0.3 | -2
Cc1ccccc1CSCC1Nc2ccc(C(=O)NCCCN3CCOCC3)cc2NC1=O (stereo not given) | 21 | 0.4 | 0.1 | -3
O=C(CSc1nnc(-c2ccccc2)o1)N1c2ccccc2CCc2ccccc21 | -5 | -1.5 | 0.0 | -10
Cc1ccc(C)c2sc(N3CCN(C(=O)CCc4ccccc4)CC3)nc12 | 3 | 0.8 | 0.0 | 1

Source: PubChem (The Scripps Research Institute Molecular Screening Center)
